# Assay outcomes deposited in PubChem BioAssay by Broad Institute.
# C2C12 statin = suppression of simvastatin myotoxicity | C2C12 myotubes + simvastatin, ATP luminescence, 48 h; scaled: DMSO 0, geranylgeraniol control 100 | rescue of ATP level, % at 7.49 µM | hit rate 0.78% among 330,000 | AID 602340;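 active = mean ATP rescue above about 67%, or every replicate alone reaching that limit, limit read from the data, passing the limit was not always enough; inconclusive = no clear call, values can overlap the other calls; inactive = mean under the limit and some replicate under it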;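 also: myotubes were challenged with 10 µM simvastatin during compound exposure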
# Cneo AK release = Cryptococcus neoformans lysis via adenylate kinase release; lysis activity, % at 15 µM; AID 651654; hit rate 0.2% among 360,000; C. neoformans lysis, adenylate kinase release luminescence, 4 h; normalised: neutral wells 0, clomiphene wells 100;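 active = mean lysis activity across replicates of at least 80%, whatever share of replicates individually reach that level; inactive = mean lysis activity below 80%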
#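 read-out = cell lysis signal | test system = log-phase Cryptococcus neoformans yeast cells | input = cells at 5 × 10^6 per mL | medium = fresh YPD growth medium | signal = luminescent adenylate kinase detection reagent | timing = 4 h at 37 °C static, read 1 h later | dosing = single dose | controls = Clomiphene as positive lysis control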
# PGC1a acetyl inh = lowers PGC1a acetylation signal in U2OS cells; inhibition, % at 15.6 µM; AID 651687; hit rate 0.17% among 350,000; AlphaScreen anti-acetyl-lysine; with virally co-expressed GCN5 acetyltransferase;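 active = every replicate shows inhibition of at least 40%; inconclusive = mean inhibition at least 40% but some replicate below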;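 also: 0% = neutral control wells and 100% = positive control wells; some results beyond the cut were filed as inactive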
# PAX8 inh HTS = PAX8 transcriptional activity inhibition. RMG-I TPO-luciferase reporter, SteadyGlo, 24 h. inhibition, % at 12.6 µM. hit rate 1.2% among 360,000;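 active = mean replicate inhibition at least 60% with every replicate also reaching 60%; inconclusive = only one of the two criteria is met; inactive = mean below 60% and not all replicates reaching 60%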;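 also: luciferase light reporting Pax8 driven TPO promoter activity; plate controls were median of neutral control wells for no effect and mitoxantrone controls for full effect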
# LGR2 antag = blocks bursicon-induced cAMP signaling via Drosophila LGR2 | inhibition, % at 9.99 µM | HEK293 LGR2, CRE-luciferase, bursicon-stimulated, 4 h | AID 720647 | hit rate 0.35% among 380,000;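 active = drop in luminescence signal, shown as inhibition above about 50% in the replicate tests, limit read from the data, passing the limit was not always enough; inconclusive = probably only some replicates passing the limit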;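 also: agonist challenge used bursicon conditioned medium at about half maximal strength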
# GSIS activator = GLuc luminescence reporter in INS-1E cells, primary screen for activators of glucose-dependent secretion of insulin; INS-1E GLuc reporter insulin secretion, 2-3 h; activation, % at 16.6 µM; hit rate 0.61% among 370,000; AID 743287;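 active = lowest replicate activation of at least 40%, so every replicate reaches that level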;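 also: 0% = median of neutral control wells and 100% = median of IBMX positive control wells; some compounds called inactive have numbers as strong as hits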
# PglD DTNB = PglD (C. jejuni) enzyme inhibition; inhibition, % at 12.5 µM; purified PglD enzyme, DTNB colorimetric CoA detection; hit rate 0.098% among 360,000; AID 602405; in the data active = inhibition above about 16%, passing the limit was not always enough; inconclusive = no clear call, values can overlap the other calls; also: strong numbers were not always called active
# ARNT-TACC3 inh = disrupts binding between human ARNT and TACC3. Q9Y6A5. AlphaScreen His-ARNT PAS-B/GST-TACC3 binding, luminescence; TACC3 fragment carries E629A point mutation. inhibition, % at 9.99 µM. hit rate 0.66% among 390,000. AID 623870;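 active = mean inhibition of replicates at least 50% and at least half of replicates each reaching 50%; inconclusive = half or more replicates reach 50% but mean below 50%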;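 also: 0% = complete ARNT plus TACC3 wells and 100% = ARNT alone without TACC3; many hits fall short of the cut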
# * = called active by the depositor; ? = inconclusive; . = no result given.
SMILES,C2C12 statin,Cneo AK release,PGC1a acetyl inh,PAX8 inh HTS,LGR2 antag,GSIS activator,PglD DTNB,ARNT-TACC3 inh
COc1ccc(-c2nn(-c3ccccc3)cc2C(=O)NC2CC2)cc1,-2,0,2,-30,4,1,4,-2
O=C(Nc1ccc(F)cc1)c1cccc2ccccc12,2,1,1,-13,-21,-3,-6,-4
CCCCn1c(NC(=O)C2CCCCC2)nc2ccccc21,.,.,1,.,-30,-10,.,4
COc1cccc(N2CCN(C3CCCC(C)C3)CC2)c1 (stereo unspecified),-5,-3,-4,.,-45,3,3,2
COc1ccc(NC(=O)N(C)C[C@@H]2Oc3c(NC(=O)c4cnccn4)cccc3C(=O)N([C@@H](C)CO)C[C@H]2C)cc1,33,0,3,.,-19,20,-5,-5
CC(C)Cc1ccc(C(C)C(=O)Nc2nccs2)cc1 (stereo unspecified),-28,-1,-17,.,17,24,4,-1
C=C1CCN([C@@H](C)C(=O)NCc2cc(OC)c(OC)c(OC)c2)S(=O)(=O)c2ccccc21,4,4,.,12,12,5,3,3
CC1CCN(C(=O)COC(=O)C2CCN(S(=O)(=O)c3ccc(Cl)c(C(F)(F)F)c3)CC2)CC1,2,-1,.,-7,3,-8,0,-6
O=C(O)c1ccccc1-c1nc2cc(Cl)ccc2c(=O)n1O,.,.,-6,48,.,-15,.,0
Cc1cc2ccccn2c1C(=O)c1ccccc1F,-14,0,-3,-6,4,36,5,-46
Cc1sc2nc(SCC(=O)N3CC(C)OC(C)C3)n(C)c(=O)c2c1C (stereo unspecified),0,-1,.,19,-10,-7,-2,1
CN(C)S(=O)(=O)c1cccc(NC(=O)Cn2cc(C(F)(F)F)cc(Cl)c2=O)c1,3,.,.,0,23,-3,.,-4
CC(NCC(O)COCCC12CC3CC(CC(C3)C1)C2)c1ccccc1 (stereo unspecified),.,3,.,?,41,167*,-5,-3
CC(C)COc1ccc(C(=O)OCC(=O)N(C)CC(=O)Nc2ccc(F)cc2)cc1,-1,3,.,-2,0,3,3,0
COc1ccc(CNC(=O)CCC(=O)N2CCN(S(=O)(=O)c3cc([N+](=O)[O-])ccc3C)CC2)cc1,15,4,-4,.,-4,12,-4,-1
CCN(CC)S(=O)(=O)c1ccc(-c2nnco2)cc1,12,3,-4,.,.,.,1,0
COc1cccc(CN2CCC2(C)C(=O)Nc2ccc3c(c2)OCO3)c1F (stereo unspecified),13,0,0,-2,24,3,1,.
Cc1ccc(Cl)cc1NC(=S)N(Cc1ccccc1)Cc1cccnc1,.,.,1,7,13,-44,.,-6
Cc1ccccc1S(=O)(=O)N1CCCCN2[C@H](CO)[C@@H](c3ccc(-c4ccccc4)cc3)[C@@H]2C1,.,-2,-10,14,.,.,-2,0
COCC(=O)N(C)C[C@@H]1Oc2cc(C#CCN(C)C)ccc2S(=O)(=O)N([C@@H](C)CO)C[C@@H]1C,-8,-2,2,.,0,6,4,-6
CC(C)[C@H](NC(=O)c1ccccc1)C(=O)OCC(=O)c1c(N)n(C)c(=O)n(C)c1=O,7,-2,-2,-14,7,11,3,-8
On1c(-c2ccccc2)nc2ccccc21,.,.,-6,-13,-17,0,.,15
COc1cccc(C(=O)NCC(=O)OCC(=O)C(C)(C)C)c1,.,3,-6,15,16,-22,2,-2
O=C(CN1CCOCC1)N1CC2(C1)[C@H](c1ccccc1)[C@H](CO)N2Cc1cccc(F)c1,.,.,-3,-7,3,2,.,.

# Rewritten bar-delimited: entries from further up.
Molecule | C2C12 statin | Cneo AK release | PGC1a acetyl inh | PAX8 inh HTS | LGR2 antag | GSIS activator | PglD DTNB | ARNT-TACC3 inh
COc1cccc(C(=O)NCC(=O)OCC(=O)C(C)(C)C)c1 | . | 3 | -6 | 15 | 16 | -22 | 2 | -2
O=C(CN1CCOCC1)N1CC2(C1)[C@H](c1ccccc1)[C@H](CO)N2Cc1cccc(F)c1 | . | . | -3 | -7 | 3 | 2 | . | .

# Continuation.
SMILES,C2C12 statin,Cneo AK release,PGC1a acetyl inh,PAX8 inh HTS,LGR2 antag,GSIS activator,PglD DTNB,ARNT-TACC3 inh
CCOC(=O)c1oc2cc(O)cc(O)c2c(=O)c1OCc1ccccc1,-5,0,-12,.,-3,10,-5,3
Cc1ccccc1C(=O)c1cccn1CC(=O)NCCN1CCN(c2cccc(C)c2C)CC1,7,0,-3,.,.,-6,4,9
C[C@@H]1CN([C@@H](C)CO)C(=O)c2cc(NC(=O)Nc3ccc(F)cc3)ccc2O[C@@H](C)CCCCO[C@H]1CN(C)Cc1ccc(C(F)(F)F)cc1,.,-3,3,84*,9,-11,-12,14
COC(=O)[C@H](Cc1ccccc1)NC(=O)Cn1ccc(NC(=O)OCc2ccccc2)nc1=O,3,-1,5,7,2,5,-1,-7
CN(CC(=O)Nc1ccc(Cl)cc1)CC(=O)Nc1cccc(Br)c1,3,-3,-4,16,-3,-34,8,-1
Cc1cccc(/C=N/NC(=O)NC23CC4CC(CC(C4)C2)C3)n1,.,-2,1,-5,-12,-23,-1,4
CC(=O)Nc1ccc(S(=O)(=O)N2CCc3ccccc3C2)cc1,-4,-2,4,17,.,.,4,1
COc1ccc(-c2cc(C)no2)cc1S(=O)(=O)N(C)c1ccc(C)cc1,-5,-2,-2,18,2,-2,0,0
Cc1cccc(C)c1NC(=O)CN(C)CC(=O)Nc1cc(Cl)ccc1C#N,.,-2,-10,15,.,.,2,.
CCCNC(=O)[C@@H]1[C@@H](CO)[C@@H]2Cn3c(cccc3=O)[C@H]1N2CCC(F)(F)F,-13,-2,.,.,8,3,0,5
CC(=O)c1cccc(Oc2cc(NN3CCCCC3)c([N+](=O)[O-])cc2[N+](=O)[O-])c1,5,-1,3,13,7,0,-2,10
CC(C)/C=C/C(=O)N1CCC(N2CCC(C(=O)N3CCOCC3)CC2)CC1,.,.,.,4,16,-3,.,-1
COc1ccc(C(C(N)=O)c2ncc(C(F)(F)F)cc2Cl)cc1 (stereo unspecified),.,.,2,-3,-17,-15,.,-4
O=C(Nc1cccc(C(=O)N2CCOCC2)c1)NC1CCCCC1,4,-3,3,.,9,12,2,-23
CCCNC(=O)N1[C@H](CNC(C)=O)[C@H](c2ccc(C3=CCCC3)cc2)[C@@H]1CO,-1,-1,5,10,4,0,1,-8
Cc1cc(C)cc(NC(=O)CN2CCCN(S(=O)(=O)c3ccc(Br)s3)CC2)c1,7,4,1,.,12,-25,1,-2
Cc1cc(CNCc2c(C(=O)N(C)Cc3ccccc3)nc3ccccn23)nn1C,.,.,.,8,22,-8,.,-2
CSCC[C@H](NC(=O)Cc1c(C)c2c(cc(C)c3c(C)c(C)oc32)oc1=O)C(=O)O,-8,-5,2,-11,-7,-2,-3,-2
COc1ccccc1N=Nc1c(O)[nH]c2ccc(Br)cc12,-2,-2,5,23,-11,6,2,-1
Cc1ccc(/C=N\NC(=O)c2cc(OCC(F)(F)F)ccc2OCC(F)(F)F)cc1,.,-3,-4,.,.,.,-2,-5
CCCS(=O)(=O)N1CCN(C(=O)CCC2CCCC2)CC1,.,1,-3,14,.,.,-4,.
CC(/C=C1\SC(=S)N(CCC(=O)Nc2nc(C)cs2)C1=O)=C\c1ccccc1,.,1,9,12,-22,9,-2,4
CN(C)CC(=O)N1[C@H](CO)[C@@H](c2ccc(-c3cccc(C(=O)N(C)C)c3)cc2)[C@@H]1C#N,-22,-3,7,-8,-3,5,-3,-12
CSc1ccc(CNc2ccc(Cl)cc2)cc1,15,-2,-8,.,-71,1,0,-3

# An excerpt from above in order of the GSIS activator value, descending.
molecule	PGC1a acetyl inh	LGR2 antag	GSIS activator	PglD DTNB	ARNT-TACC3 inh
CC(/C=C1\SC(=S)N(CCC(=O)Nc2nc(C)cs2)C1=O)=C\c1ccccc1	9	-22	9	-2	4
CN(C)S(=O)(=O)c1cccc(NC(=O)Cn2cc(C(F)(F)F)cc(Cl)c2=O)c1	.	23	-3	.	-4
Cc1cc(CNCc2c(C(=O)N(C)Cc3ccccc3)nc3ccccn23)nn1C	.	22	-8	.	-2
O=C(O)c1ccccc1-c1nc2cc(Cl)ccc2c(=O)n1O	-6	.	-15	.	0

# Some of the entries so far, with values under each structure.
# Every second line gives: C2C12 statin | Cneo AK release | PGC1a acetyl inh | PAX8 inh HTS | LGR2 antag | GSIS activator | PglD DTNB | ARNT-TACC3 inh
CC(/C=C1\SC(=S)N(CCC(=O)Nc2nc(C)cs2)C1=O)=C\c1ccccc1
 : . | 1 | 9 | 12 | -22 | 9 | -2 | 4
CN(C)CC(=O)N1[C@H](CO)[C@@H](c2ccc(-c3cccc(C(=O)N(C)C)c3)cc2)[C@@H]1C#N
 : -22 | -3 | 7 | -8 | -3 | 5 | -3 | -12

# The listing picks up, repeating the 2 entries before the break.
SMILES,C2C12 statin,Cneo AK release,PGC1a acetyl inh,PAX8 inh HTS,LGR2 antag,GSIS activator,PglD DTNB,ARNT-TACC3 inh
CN(C)CC(=O)N1[C@H](CO)[C@@H](c2ccc(-c3cccc(C(=O)N(C)C)c3)cc2)[C@@H]1C#N,-22,-3,7,-8,-3,5,-3,-12
CSc1ccc(CNc2ccc(Cl)cc2)cc1,15,-2,-8,.,-71,1,0,-3
CCCC(=O)Nc1ccc2c(c1)OC[C@H](C)N(Cc1ccncc1)C[C@H](C)[C@H](OC)CN(C)C2=O,12,1,4,.,4,10,4,-4
COCC(=O)N1CC[C@@H]2[C@H]1c1cc(-c3cccc(F)c3)ccc1N(C)[C@H]2CO,4,-3,-22,-12,40,6,2,-6
O=C(NCCC(=O)N1CCN(c2ccc(F)cc2)CC1)c1ccco1,27,2,.,15,20,7,5,-7
CCNc1ccc2c(Cl)cc(=O)oc2c1,.,.,.,-34,-17,1,.,-6
COc1ccc(S(=O)(=O)NCCOc2ccccc2)cc1-n1cnnn1,-8,1,7,11,12,11,17,.
COc1ccc(CCN2C(=O)CC(C(C)c3ccccc3)C2=O)cc1OC (stereo unspecified),.,.,?,-17,-18,21,.,-1
CNc1snc(C)c1C(=O)OCC(=O)c1ccc(Cl)cc1,-14,1,.,25,-2,-4,4,-5
CCCn1c(NCc2c[nH]c3ccccc23)nc2ccccc21,.,0,-4,.,.,-13,0,5
CCC(=O)N1[C@@H]2CN(S(=O)(=O)c3ccccc3C)c3ccccc3[C@@H]2[C@@H]1CO,5,2,-10,-11,-6,-1,1,0
O=C(CN1C(=O)c2ccc(Br)cc2C1=O)NCC1CCCO1 (stereo unspecified),3,0,0,-12,3,10,3,-7
COc1cc(CN2CCCCCC2)cc(OC)c1,9,-2,.,-22,-4,.,-9,0
CCN(Cc1ccccc1)c1ccc(/C=N/NS(=O)(=O)c2cccc([N+](=O)[O-])c2)cc1,.,.,.,8,20,-2,.,-7
O=C(C[C@@H]1CC[C@@H]2[C@H](COC[C@H](O)CN2C(=O)Nc2cc(Cl)cc(Cl)c2)O1)NCC1CCCCC1,13,-3,-8,17,-4,-21,1,7
Cc1ccc(C)c(-n2nnc3ccccc3c2=O)c1,4,0,-1,-6,4,0,2,.
O=C1NC(=S)N/C1=C/c1ccc(Oc2ccc(C(F)(F)F)cc2[N+](=O)[O-])c(Cl)c1,.,.,.,36,1,0,.,2
